M1 ag: human M1 muscarinic receptor agonism. P11229. CHO-K1 hM1, Fluo-8 calcium fluorescence, agonist mode; 0% DMSO, 100% acetylcholine EC100. activation, % at 3 µM. actives 0.33% (n = 360,000). AID 588814;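 active = activation above the run's mean compound activation plus 3 SD, cut at about 16% in these data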;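 note: peak over basal fluorescence ratio within a 140 s kinetic read after compound addition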
Target sequence (P11229 whole entry, looked up): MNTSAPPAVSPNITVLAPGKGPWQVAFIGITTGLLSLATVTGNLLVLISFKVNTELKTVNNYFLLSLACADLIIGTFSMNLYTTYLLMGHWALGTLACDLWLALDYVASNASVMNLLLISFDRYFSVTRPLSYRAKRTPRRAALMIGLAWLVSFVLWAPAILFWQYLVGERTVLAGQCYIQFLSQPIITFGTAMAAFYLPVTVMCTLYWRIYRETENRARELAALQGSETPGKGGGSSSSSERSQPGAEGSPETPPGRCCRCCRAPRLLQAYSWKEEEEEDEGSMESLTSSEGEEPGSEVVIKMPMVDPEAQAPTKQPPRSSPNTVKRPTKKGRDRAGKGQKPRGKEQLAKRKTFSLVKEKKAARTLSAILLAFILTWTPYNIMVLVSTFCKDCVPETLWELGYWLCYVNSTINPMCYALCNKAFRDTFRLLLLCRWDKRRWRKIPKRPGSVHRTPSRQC
TAAR1 antag: human TAAR1 antagonism; Q96RJ0; CHO RD-HGA16 TAAR1, Fluo-8 calcium fluorescence, antagonist; inhibition, % at 3 µM; actives 1.5% (n = 360,000); AID 624466;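 active = inhibition above a per-plate cutoff, the mean inhibition of test compounds on that plate plus 3 SD, cut at about 49% in these data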;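 note: 0% = DMSO plus EC80 beta-PEA response and 100% = DMSO alone without agonist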
Target sequence (Q96RJ0 whole entry, looked up): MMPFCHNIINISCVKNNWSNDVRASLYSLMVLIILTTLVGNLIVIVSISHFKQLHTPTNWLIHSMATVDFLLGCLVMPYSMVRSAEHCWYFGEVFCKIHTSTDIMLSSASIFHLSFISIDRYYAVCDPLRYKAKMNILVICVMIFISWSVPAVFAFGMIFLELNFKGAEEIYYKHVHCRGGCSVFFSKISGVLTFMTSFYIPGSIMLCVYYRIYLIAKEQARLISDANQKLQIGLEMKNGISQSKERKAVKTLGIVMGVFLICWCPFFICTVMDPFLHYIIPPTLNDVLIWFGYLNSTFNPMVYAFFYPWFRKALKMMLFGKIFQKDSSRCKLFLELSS
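System: CHO RD-HGA16 cells bearing hTAAR1. Reagent: EC80 β-phenethylamine stimulus. Schedule: seeding 17-24 h prior, 75-min 37 °C, 30-min RT dye loading. Signal: Fluo-8 intracellular calcium dye fluorescence, real-time kinetic reads. Read-out: % inhibition from peak post-agonist over basal fluorescence ratio. Benchmarks: vehicle wells and EC80 agonist wells. Replicates: n of 1.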
OXTR potentiator: potentiates the human oxytocin receptor response; actives 0.061% (n = 320,000); CHO-OTR cells, Fluo-8 calcium fluorescence, potentiator mode; 0% = oxytocin EC15, 100% = EC100; activation, % at 3 µM; P30559;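 active = activation above that plate's cutoff, the mean activation of tested compounds plus 3 SD, cut at about 6.6% in these data, passing the limit was not always enough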;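 note: 100% uses oxytocin at 75 nM as the full agonist control; some results filed as inactive read as strong as hits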
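System: human OTR in CHO cells; Also added: sub-maximal oxytocin, roughly EC15; Timing: compound 6 min at room temperature before oxytocin, 100 s read; Technique: Fluo-8 intracellular calcium fluorescence, ex 470-495, em 515-575 nm; Controls: oxytocin EC15 low and EC100 high; Replication: singlicate.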
CHO-K1 Ca antag: counter-screen for M1 antagonists: effect in parental CHO-K1 cells. inhibition, % at 3 µM. ATP-induced calcium, Fluo-8 fluorescence. actives 0.6% (n = 360,000);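 active = inhibition above a per-plate cutoff, the plate's mean sample inhibition plus 3 SD, cut at about 24% in these data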;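 note: 0% = DMSO plus EC80 ATP and 100% = DMSO alone without ATP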
CHO-K1 Ca PAM: counter-screen for M1 PAMs: effect in parental CHO-K1 cells; AID 602247; ATP EC20, Fluo-8 calcium fluorescence; 0% at ATP EC20, 100% at ATP max; actives 0.02% (n = 360,000); activation, % at 3 µM;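 active = activation above the run cutoff, the mean activation of all test compounds plus 3 SD, cut at about 40% in these data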;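 note: peak over basal fluorescence ratio in a 140 s read after ATP addition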
V1aR counter: counter-screen for oxytocin receptor agonists: human V1a receptor agonists; P37288; CHO-V1R cells, Fluo-8 calcium fluorescence, agonist mode; 0% DMSO, 100% 3 nM vasopressin; activation, % at 3 µM; actives 0.25% (n = 320,000);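 active = activation above the mean activation of all tested compounds plus 3 SD, per screening run, cut at about 20% in these data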;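 note: signal is peak over basal fluorescence ratio across a 100 second FLIPR read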
CHO-K1 Ca ag: nonselective activator or artifact in parental CHO-K1 cells | Fluo-8 calcium fluorescence; scaled to maximal ATP response, vehicle zero | AID 602248 | actives 0.48% (n = 360,000) | activation, % at 3 µM; in the data active = activation above about 15%;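 note: untransfected CHO-K1 host cells lacking M1 receptor as counterscreen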
TAAR1 ag: agonists of human TAAR1. Q96RJ0. CHO RD-HGA16 TAAR1, Fluo-8 calcium fluorescence; vehicle wells 0%, saturating PEA agonist 100%. activation, % at 3 µM. actives 0.99% (n = 360,000). AID 624467;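 active = activation above the mean activation of all test compounds in the run plus 3 SD, cut at about 38% in these data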
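Signal – calcium-sensitive Fluo-8 signal, excitation 470-495, emission 515-575 nm · System – RD-HGA16 (CHO) cells co-expressing Gα16 and hTAAR1 · Incubation – 17-24 h seeding, 75 min 37 °C dye, 30 min RT · Compound dosing – 3 µM single concentration · Repeats – no replicates (n 1)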
CHO parental Ca: counter-screen: ATP calcium response change in parental CHO cells; inhibition, % at 5.6 µM; parental CHO-K1, ATP-induced calcium, Fluo-8 fluorescence; actives 0.63% (n = 330,000);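 active = inhibition above that plate's mean sample inhibition plus 3 SD, cut at about 26% in these data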;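 note: 0% = ATP-challenged DMSO wells and 100% = DMSO wells without ATP; some compounds past the cut are filed as inactive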
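Measured by: calcium-sensitive Fluo-8 fluorescence / Test system: CHO parental line / Controls: ATP-challenged DMSO wells low, unchallenged DMSO wells high / Measure: % inhibition / Compound: single nominal dose of 5.6 µM per compound / Replicates: single well per compound, no replicates / Reagent: ATP as calcium-mobilizing challenge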
Numbers without * were called inactive.

The first 2 entries as a preview:
`Clc1ccc(/C(Cc2nc3ccccc3[nH]2)=N\Nc2ccccc2)cc1` gave M1 ag -8, TAAR1 antag 13, OXTR potentiator -5, CHO-K1 Ca antag 17, CHO-K1 Ca PAM -9, V1aR counter -0.5, CHO-K1 Ca ag 0.1, TAAR1 ag 2 and CHO parental Ca -12.
`COc1cc(/C=C/C(=O)OCC(=O)NCc2ccco2)cc(OC)c1OC` gave M1 ag -5, TAAR1 antag -4, OXTR potentiator -10, CHO-K1 Ca antag -2, CHO-K1 Ca PAM 7, V1aR counter 0.5, CHO-K1 Ca ag 0.4, TAAR1 ag 6 and CHO parental Ca 3.

The list itself, from the first entry:
`Clc1ccc(/C(Cc2nc3ccccc3[nH]2)=N\Nc2ccccc2)cc1` gave M1 ag -8, TAAR1 antag 13, OXTR potentiator -5, CHO-K1 Ca antag 17, CHO-K1 Ca PAM -9, V1aR counter -0.5, CHO-K1 Ca ag 0.1, TAAR1 ag 2 and CHO parental Ca -12.
`COc1cc(/C=C/C(=O)OCC(=O)NCc2ccco2)cc(OC)c1OC` gave M1 ag -5, TAAR1 antag -4, OXTR potentiator -10, CHO-K1 Ca antag -2, CHO-K1 Ca PAM 7, V1aR counter 0.5, CHO-K1 Ca ag 0.4, TAAR1 ag 6 and CHO parental Ca 3.
For CCOc1ccc(N(CC(=O)NCCSCc2ccccc2)S(C)(=O)=O)cc1 the results were M1 ag -1, TAAR1 antag 5, OXTR potentiator -8, CHO-K1 Ca antag 2, CHO-K1 Ca PAM 2, V1aR counter -1.4, CHO-K1 Ca ag 0.0, TAAR1 ag 0 and CHO parental Ca -6.
`Cc1ccc(/C=C2\Sc3ccccc3C2=O)s1` gave M1 ag 0, TAAR1 antag 0, OXTR potentiator -10, CHO-K1 Ca antag -1, CHO-K1 Ca PAM 5, V1aR counter -0.2, CHO-K1 Ca ag 0.3, TAAR1 ag 1 and CHO parental Ca -22.
COc1nc(Oc2ccc(=O)[nH]n2)nc(N2CCOCC2)n1 was read as M1 ag -2, TAAR1 antag 18, OXTR potentiator -2, CHO-K1 Ca antag -12, CHO-K1 Ca PAM 7, V1aR counter -0.4, CHO-K1 Ca ag 0.3, TAAR1 ag -1 and CHO parental Ca 6.
O=C(NCc1cccs1)c1cccc(Nc2nc3ccc(Br)cc3[nH]2)c1 was read as M1 ag -5, TAAR1 antag 41, OXTR potentiator -3, CHO-K1 Ca antag -8, CHO-K1 Ca PAM 20, V1aR counter 0.4, CHO-K1 Ca ag 2.2, TAAR1 ag 7 and CHO parental Ca -20.
Screening CCN1C(=O)S/C(=C/c2c(OCc3ccc(C(=O)O)cc3)ccc3ccccc23)C1=O returned M1 ag 29*, TAAR1 antag 9, OXTR potentiator -10, CHO-K1 Ca antag -10, CHO-K1 Ca PAM 19, V1aR counter 12, CHO-K1 Ca ag 1.8, TAAR1 ag 1 and CHO parental Ca 8.
For CCCn1nnnc1NCc1cc(Br)ccc1OC the results were M1 ag -3, TAAR1 antag 0, OXTR potentiator -13, CHO-K1 Ca antag -2, CHO-K1 Ca PAM 17, V1aR counter -0.3, CHO-K1 Ca ag 8.9, TAAR1 ag 0 and CHO parental Ca -19.
Screening O=C(NCc1ccccn1)c1cccc(NS(=O)(=O)c2cccc(Cl)c2)c1 returned M1 ag -7, TAAR1 antag 17, OXTR potentiator -8, CHO-K1 Ca antag -1, CHO-K1 Ca PAM 13, V1aR counter 1.0, CHO-K1 Ca ag 0.8, TAAR1 ag 2 and CHO parental Ca -4.
Screening CCNc1nc(NC(C)C)nc(NS(=O)(=O)c2ccc(N)cc2)n1 returned M1 ag -2, TAAR1 antag -2, OXTR potentiator -16, CHO-K1 Ca antag 27*, CHO-K1 Ca PAM -5, V1aR counter 0.1, CHO-K1 Ca ag -0.2, TAAR1 ag 11 and CHO parental Ca -6.
For Cc1cc(C)cc(Oc2ccc(NC(=O)C3CC=CCC3C(=O)O)cc2)c1 (configuration not stated) the results were M1 ag -4, TAAR1 antag -4, OXTR potentiator -11, CHO-K1 Ca antag -9, CHO-K1 Ca PAM -1, V1aR counter 0.5, CHO-K1 Ca ag -0.1, TAAR1 ag -1 and CHO parental Ca -2.
Screening CCO/N=C(/C)c1c(O)cc(-c2ccccc2)n(-c2ccccc2)c1=O returned M1 ag -3, TAAR1 antag -5, OXTR potentiator 3, CHO-K1 Ca antag -8, CHO-K1 Ca PAM 22, V1aR counter -0.6, CHO-K1 Ca ag 0.3, TAAR1 ag 3 and CHO parental Ca -12.
COc1ccc(C2C(C(=O)N3CCCC3)c3cc(OC)c(OC)cc3C(=O)N2C)cc1OC (configuration not stated) was read as M1 ag -3, TAAR1 antag -6, OXTR potentiator -8, CHO-K1 Ca antag -12, CHO-K1 Ca PAM 12, V1aR counter 0.0, CHO-K1 Ca ag 0.5, TAAR1 ag 15 and CHO parental Ca -9.
NC(=O)CSc1nnc(NC(=O)C23CC4CC(CC(C4)C2)C3)s1 was read as M1 ag -2, OXTR potentiator -7, CHO-K1 Ca antag -13, CHO-K1 Ca PAM 5, V1aR counter 0.2, CHO-K1 Ca ag 1.1 and CHO parental Ca -14.
Screening CCCn1c(NCc2cc(C)ccc2O)nc2ccccc21 returned M1 ag -1, TAAR1 antag 2, OXTR potentiator -12, CHO-K1 Ca antag -2, CHO-K1 Ca PAM 15, V1aR counter 1.9, CHO-K1 Ca ag 3.0, TAAR1 ag 16 and CHO parental Ca -12.
Screening Cc1ccsc1/C=N/NC(=S)NCc1ccccc1 returned M1 ag -3, TAAR1 antag -25, OXTR potentiator -22, CHO-K1 Ca antag -18, CHO-K1 Ca PAM 23, V1aR counter 1.0, CHO-K1 Ca ag 2.9, TAAR1 ag 2 and CHO parental Ca -21.
For CCCCOc1cccc2c(=O)n(CC(=O)Nc3ccc4c(c3)OCCO4)ccc12 the results were M1 ag -5, TAAR1 antag 71*, CHO-K1 Ca antag 17, CHO-K1 Ca PAM -10, CHO-K1 Ca ag -0.4 and TAAR1 ag 21.
Cc1cc2nc3n(c2cc1C)CC1CC(C(=O)NCCC(C)C)N(C)C31 (configuration not stated) was read as M1 ag -8, TAAR1 antag 0, OXTR potentiator 2, CHO-K1 Ca antag -3, CHO-K1 Ca PAM 4, V1aR counter 1.1, CHO-K1 Ca ag 0.2, TAAR1 ag 9 and CHO parental Ca -15.
`CC(=O)N1CCC(C(=O)OCc2ccc(Cl)cc2)(c2ccccc2)CC1` gave M1 ag -5, TAAR1 antag 12, OXTR potentiator -6, CHO-K1 Ca antag -14, CHO-K1 Ca PAM 0, V1aR counter 3.9, CHO-K1 Ca ag 4.9, TAAR1 ag 4 and CHO parental Ca -18.
Screening Cn1nc(C(F)(F)F)c2cc(NC(=O)OCc3ccc(F)cc3)sc21 returned M1 ag -6, TAAR1 antag 4, OXTR potentiator -10, CHO-K1 Ca antag 10, CHO-K1 Ca PAM -6, V1aR counter 0.3, CHO-K1 Ca ag -0.1, TAAR1 ag 1 and CHO parental Ca -14.
For O=[N+]([O-])c1ccccc1/C=N/N1CCN(c2ccc(Cl)cc2)CC1 the results were M1 ag -3, TAAR1 antag 6, OXTR potentiator -3, CHO-K1 Ca antag -1, CHO-K1 Ca PAM 7, V1aR counter 3.3, CHO-K1 Ca ag 3.5, TAAR1 ag 5 and CHO parental Ca 6.
For CCN1CCN(c2nc(SC)nc3sc4c(c23)CC(C)(C)OC4)CC1 the results were M1 ag -6, TAAR1 antag 5, CHO-K1 Ca antag -12, CHO-K1 Ca PAM 18, CHO-K1 Ca ag -0.3 and TAAR1 ag 2.
Screening COc1ccc(C2CC(c3ccccc3)=NN2C(=O)CSc2ncccn2)cc1 (configuration not stated) returned M1 ag -5, TAAR1 antag -9, OXTR potentiator -4, CHO-K1 Ca antag -2, CHO-K1 Ca PAM 24, V1aR counter 2.7, CHO-K1 Ca ag 2.8, TAAR1 ag 4 and CHO parental Ca -22.
Screening Cc1nn(C)c(Oc2ccccc2)c1CCNC(=O)C(C)(C)C returned M1 ag 0, TAAR1 antag -16, OXTR potentiator -4, CHO-K1 Ca antag -10, CHO-K1 Ca PAM 19, V1aR counter 0.2, CHO-K1 Ca ag 1.3, TAAR1 ag 2 and CHO parental Ca -9.
Screening Cc1ccc(C(=O)OCC(=O)Nc2cccc(S(=O)(=O)N3CCOCC3)c2)o1 returned M1 ag -4, TAAR1 antag 2, OXTR potentiator 3, CHO-K1 Ca antag -17, CHO-K1 Ca PAM 8, V1aR counter 1.3, CHO-K1 Ca ag 1.3, TAAR1 ag 3 and CHO parental Ca -10.
`C/C(=N\O)c1ccccc1C(=O)O` gave M1 ag -3, TAAR1 antag -4, OXTR potentiator -11, CHO-K1 Ca antag -11, CHO-K1 Ca PAM 18, V1aR counter 1.2, CHO-K1 Ca ag 0.3, TAAR1 ag 5 and CHO parental Ca -6.
For O=C(NCC(F)(F)F)c1cc2c(c(-c3cccc(-c4ccccc4F)c3)n1)[C@H](CCO)N(C(=O)CC1CC1)C2 the results were TAAR1 antag 15, CHO-K1 Ca antag 1, CHO-K1 Ca PAM 12, CHO-K1 Ca ag 2.4 and TAAR1 ag 3.
CC1CCCC(NC(=O)COC(=O)CCC(=O)c2cccs2)C1C (configuration not stated) was read as M1 ag -6, TAAR1 antag -8, OXTR potentiator 6, CHO-K1 Ca antag -4, CHO-K1 Ca PAM -9, V1aR counter 0.7, CHO-K1 Ca ag -0.1, TAAR1 ag 2 and CHO parental Ca -4.
For CCOc1c(OC)cccc1C1CC(=O)Nc2cc(OC)c(OC)cc21 (configuration not stated) the results were M1 ag 1, TAAR1 antag -8, OXTR potentiator 3, CHO-K1 Ca antag 4, CHO-K1 Ca PAM 13, V1aR counter 0.5, CHO-K1 Ca ag 0.1, TAAR1 ag 0 and CHO parental Ca -10.
Screening CN(C)CCCN1C(=O)c2oc3ccc(F)cc3c(=O)c2C1c1cccnc1 (configuration not stated) returned M1 ag -4, TAAR1 antag -11, OXTR potentiator -1, CHO-K1 Ca antag 0, CHO-K1 Ca PAM 9, V1aR counter 0.0, CHO-K1 Ca ag 0.4, TAAR1 ag 2 and CHO parental Ca 5.
`O=C(NCc1cccs1)c1noc2c1CCCC2` gave M1 ag -7, TAAR1 antag 4, OXTR potentiator -4, CHO-K1 Ca antag -14, CHO-K1 Ca PAM 22, V1aR counter -0.9, CHO-K1 Ca ag 0.6, TAAR1 ag 9 and CHO parental Ca -14.

Screening results (PubChem)
